Assay outcomes from PubChem BioAssay.
p53 PUMA act – re-activators of the mutant p53 pathway | SW480 PUMA-promoter luciferase, p53 mutant reactivation | activation, % at 9.98 µM | hit rate 1.5% among 28,000 | AID 624151; in the data active = activation above about 52%; inconclusive = no clear call, values can overlap the other calls
STK33 inh – blocks human STK33 kinase activity. hit rate 0.44% among 27,000. ADP-Glo luminescence, MBP substrate. inhibition, % at 12.5 µM; in the data active = inhibition above about 20%; inconclusive = no clear call, values can overlap the other calls
Target sequence (Q9BYT3 whole entry, looked up): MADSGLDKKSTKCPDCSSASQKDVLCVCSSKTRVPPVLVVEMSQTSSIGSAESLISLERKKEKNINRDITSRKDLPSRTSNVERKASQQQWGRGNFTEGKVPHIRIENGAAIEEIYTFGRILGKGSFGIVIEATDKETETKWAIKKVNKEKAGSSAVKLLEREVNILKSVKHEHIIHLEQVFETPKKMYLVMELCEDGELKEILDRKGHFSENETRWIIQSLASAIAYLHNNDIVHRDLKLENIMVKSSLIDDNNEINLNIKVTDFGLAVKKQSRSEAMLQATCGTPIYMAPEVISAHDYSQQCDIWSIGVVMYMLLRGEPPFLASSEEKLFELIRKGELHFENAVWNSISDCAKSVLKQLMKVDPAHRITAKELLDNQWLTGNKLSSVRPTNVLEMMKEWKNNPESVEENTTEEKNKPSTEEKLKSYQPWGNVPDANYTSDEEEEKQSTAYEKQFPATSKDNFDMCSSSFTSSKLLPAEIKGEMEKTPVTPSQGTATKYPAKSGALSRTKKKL
* marks the source's active call; other numbers are inactive results; ? = inconclusive; nt = not tested or not shown. Not all compounds are listed (hit frequency here may not be typical).

Molecule	p53 PUMA act	STK33 inh
C[C@H](CO)N1C[C@H](C)[C@H](CN(C)C(=O)Nc2ccc(N3CCCCC3)cc2)OCc2cnnn2CCCC1=O	nt	2
C=CCN1Cc2ccccc2[C@H]2OC(c3ccc(OCCCO)cc3)=N[C@@]2(CCS(=O)(=O)c2ccccc2)C1=O	nt	6
Cc1cc(C(=O)Nc2cccc3c2O[C@@H](CN(C)C(=O)Nc2ccccc2)[C@H](C)CN([C@H](C)CO)C3=O)n(C)n1	1	nt
COc1cc(C2OCC3C(c4cc(OC)c5c(c4)OCO5)OCC23)cc(OC)c1OC (configuration not stated)	-16	3
C[C@@H]1CCCCO[C@@H](CN(C)Cc2ccncc2)[C@H](C)CN([C@@H](C)CO)C(=O)c2cc(NS(=O)(=O)c3ccccc3)ccc2O1	2	nt
CCOC(=O)c1ccccc1NC(=O)C(C)Oc1ccc2c(C)cc(=O)oc2c1 (configuration not stated)	-28	1
C[C@@H]1CN([C@@H](C)CO)C(=O)c2cc(NS(=O)(=O)c3ccccc3)ccc2O[C@@H]1CN(C)C(=O)Nc1cccc2ccccc12	nt	0
Cc1ccc(S(=O)(=O)Nc2ccc3c(c2)C(=O)N([C@H](C)CO)C[C@H](C)[C@@H](CN(C)C(=O)NC(C)C)OCCCC[C@@H](C)O3)cc1	nt	1
O=[N+]([O-])c1cccc(S(=O)(=O)NCCOc2ccccc2-c2ccccc2)c1	-3	-1
C[C@@H]1CN([C@H](C)CO)C(=O)c2cc(NS(=O)(=O)c3cn(C)cn3)ccc2O[C@@H]1CN(C)Cc1ccc(C(=O)O)cc1	nt	-1
C[C@@H]1CCCCO[C@@H](CN(C)CC2CCCCC2)[C@@H](C)CN([C@H](C)CO)C(=O)c2cc(NC(=O)Nc3ccc4c(c3)OCO4)ccc2O1	nt	-4
C[C@H]1CN([C@@H](C)CO)C(=O)Cc2cc(NS(=O)(=O)c3ccccc3)ccc2O[C@H]1CN(C)Cc1ccccc1	nt	-1
CCOc1ccc(NC(=O)C(C)Sc2ccccn2)cc1 (configuration not stated)	30	-4
C[C@@H]1CCCCO[C@@H](CN(C)C(=O)Nc2ccc3c(c2)OCO3)[C@@H](C)CN([C@H](C)CO)C(=O)c2cc(NC(=O)CCC(F)(F)F)ccc2O1	nt	-4
COc1ccc(S(=O)(=O)Nc2ccc3c(c2)CC(=O)N([C@H](C)CO)C[C@@H](C)[C@@H](CN(C)S(=O)(=O)c2ccc(OC)cc2)O3)cc1	-3	-2
CSc1nc(NC2CCCC2)c([N+](=O)[O-])c(NC2CCCC2)n1	-1	nt
Cc1ccc(N(CC(=O)N2CCOCC2)S(=O)(=O)c2ccccc2)cc1	8	7
C[C@@H]1CN([C@@H](C)CO)C(=O)c2cc(NS(=O)(=O)c3cccs3)ccc2O[C@@H](C)CCCCO[C@@H]1CN(C)C(=O)CCC(F)(F)F	-2	nt
NC(=O)CN1C(=O)C(O)(CC(=O)c2ccncc2)c2ccccc21 (configuration not stated)	16	-1
COc1cccc(C#Cc2cnc3c(c2)C(=O)N([C@H](C)CO)C[C@@H](C)[C@@H](CN(C)C(=O)C2CCCCC2)O3)c1	0	nt
CCOC(=O)c1ccc(NC(=O)CSc2nccc(=O)[nH]2)cc1	12	-2
C[C@@H]1CCCCO[C@@H](CN(C)C(=O)CCC(F)(F)F)[C@H](C)CN([C@@H](C)CO)C(=O)c2cc(NC(=O)CCC(F)(F)F)ccc2O1	-6	nt
C[C@@H]1CCCCO[C@H](CN(C)Cc2ccc(C(=O)O)cc2)[C@@H](C)CN([C@H](C)CO)C(=O)c2cc(NC(=O)Nc3cccc4ccccc34)ccc2O1	nt	1
Cc1ccnc(NC(c2ccsc2)c2ccc3ccc(C)nc3c2O)c1 (configuration not stated)	3	3
COc1cc(S(=O)(=O)Nc2cccc(C(=O)O)c2)c(OC)cc1Cl	-1	-1
C[C@H](CO)N1C[C@H](C)[C@@H](CN(C)S(=O)(=O)c2cccs2)Oc2c(NC(=O)NC3CCCCC3)cccc2C1=O	0	nt
COCCNC(=O)Nc1ccc2nc(-c3ccccn3)c(-c3ccccn3)nc2c1	-2	-7
C[C@H](CO)N1C[C@H](C)[C@H](CN(C)S(=O)(=O)c2ccccc2)Oc2ccc(NC(=O)Nc3ccc(C(F)(F)F)cc3)cc2C1=O	nt	2
COc1ccc(Cl)cc1CN1CCC(CNC(=O)Nc2cccc(Cl)c2)CC1	-14	-1
C=C1C(O)C(O)C2(CC3C(C)=CCC4C(C)(C(=O)O)CCCC34C)OC2C1O (configuration not stated)	4	-10

Part of the list above in order of number of heavy atoms, low to high.
Molecule	p53 PUMA act	STK33 inh
CCOc1ccc(NC(=O)C(C)Sc2ccccn2)cc1 (configuration not stated)	30	-4
CSc1nc(NC2CCCC2)c([N+](=O)[O-])c(NC2CCCC2)n1	-1	nt
NC(=O)CN1C(=O)C(O)(CC(=O)c2ccncc2)c2ccccc21 (configuration not stated)	16	-1
Cc1ccnc(NC(c2ccsc2)c2ccc3ccc(C)nc3c2O)c1 (configuration not stated)	3	3
COc1ccc(Cl)cc1CN1CCC(CNC(=O)Nc2cccc(Cl)c2)CC1	-14	-1
CCOC(=O)c1ccccc1NC(=O)C(C)Oc1ccc2c(C)cc(=O)oc2c1 (configuration not stated)	-28	1
COCCNC(=O)Nc1ccc2nc(-c3ccccn3)c(-c3ccccn3)nc2c1	-2	-7
C[C@H](CO)N1C[C@H](C)[C@@H](CN(C)S(=O)(=O)c2cccs2)Oc2c(NC(=O)NC3CCCCC3)cccc2C1=O	0	nt
C=CCN1Cc2ccccc2[C@H]2OC(c3ccc(OCCCO)cc3)=N[C@@]2(CCS(=O)(=O)c2ccccc2)C1=O	nt	6
COc1ccc(S(=O)(=O)Nc2ccc3c(c2)CC(=O)N([C@H](C)CO)C[C@@H](C)[C@@H](CN(C)S(=O)(=O)c2ccc(OC)cc2)O3)cc1	-3	-2
C[C@@H]1CCCCO[C@@H](CN(C)C(=O)Nc2ccc3c(c2)OCO3)[C@@H](C)CN([C@H](C)CO)C(=O)c2cc(NC(=O)CCC(F)(F)F)ccc2O1	nt	-4

Additional entries:
Molecule	p53 PUMA act	STK33 inh
C[C@@H]1CCCCO[C@@H](CN(C)C(=O)Nc2ccccc2)[C@@H](C)CN([C@H](C)CO)C(=O)c2cc(NC(=O)Nc3ccc(C(F)(F)F)cc3)ccc2O1	nt	7
Cc1ccc(Cl)cc1NC(=O)CSc1nnc(-c2ccccc2)n1-c1ccccc1	1	2
Cc1c(C(=O)Nc2sc3c(c2C(=O)NCc2ccco2)CCCC3)oc2ccccc12	12	-4
O=C(CSc1nnnn1-c1ccccc1)N1N=CCC1c1ccccc1 (configuration not stated)	19	1
C[C@H]1CN([C@@H](C)CO)C(=O)Cc2cc(NS(=O)(=O)c3cccs3)ccc2O[C@H]1CN(C)C(=O)Nc1ccc(C(F)(F)F)cc1	nt	-1
C[C@@H]1CCCCO[C@@H](CN(C)C(=O)CCC(F)(F)F)[C@@H](C)CN([C@H](C)CO)C(=O)c2cc(NS(=O)(=O)c3cn(C)cn3)ccc2O1	nt	2
COc1ccc(NC(=O)Nc2ccc3c(c2)CC(=O)N([C@H](C)CO)C[C@@H](C)[C@@H](CN(C)C(=O)NC(C)C)O3)cc1	nt	-2
C[C@@H]1CCCCO[C@H](CN(C)C(=O)Nc2cccc3ccccc23)[C@H](C)CN([C@H](C)CO)C(=O)c2cc(N(C)C)ccc2O1	-21	nt
C[C@@H]1CN([C@@H](C)CO)C(=O)Cc2cc(NC(=O)Nc3cccc4ccccc34)ccc2O[C@H]1CN(C)CC1CC1	0	nt
CSc1nc2c(Cl)cccc2c2c1c(=O)n(Cc1ccc(Cl)cc1)n2C	-23	nt
CNC[C@H]1Oc2c(NC(=O)c3ccncc3)cccc2C(=O)N([C@H](C)CO)C[C@H]1C	10	nt
O=C(Cn1ccc([N+](=O)[O-])n1)NCC1CCCO1 (configuration not stated)	-15	-2
NC(=O)C1(N2CCCCC2)CCN(C(=O)CSc2nc3ccccc3o2)CC1	13	-1
O=C(C[C@@H]1C[C@@H]2c3cc(NC(=O)C4CCOCC4)ccc3O[C@@H]2[C@@H](CO)O1)NCCc1ccccc1	8	nt
COc1ccc(NC(=O)N(C)C[C@@H]2OCCCC[C@@H](C)Oc3ccc(NS(=O)(=O)c4cn(C)cn4)cc3C(=O)N([C@H](C)CO)C[C@@H]2C)cc1	nt	3
COc1ccc(S(=O)(=O)N(C)C[C@@H]2Oc3ccc(NC(=O)Cn4cnnn4)cc3C(=O)N([C@H](C)CO)C[C@H]2C)cc1	-2	-5
CC(=O)OC[C@H]1O[C@@H](Oc2c(-c3ccc(O)c(O)c3)oc3cc(O)cc(O)c3c2=O)[C@H](O)[C@@H](O)[C@@H]1O	8	6
C[C@@H]1CN([C@H](C)CO)C(=O)c2cc(NS(=O)(=O)c3ccc(Cl)cc3)ccc2O[C@H]1CN(C)C(=O)Nc1ccc2c(c1)OCO2	7	0
COCC(=O)N(C)C[C@H]1Oc2ncc(/C=C/c3ccccc3)cc2C(=O)N([C@@H](C)CO)C[C@H]1C	3	nt
CC(C)NC(=O)N(C)C[C@H]1Oc2ccc(NC(=O)c3ccncc3)cc2CC(=O)N([C@H](C)CO)C[C@H]1C	nt	1
COc1ccc(CN(C)C[C@@H]2OCCCC[C@@H](C)Oc3ccc(NC(=O)CCC(F)(F)F)cc3C(=O)N([C@H](C)CO)C[C@@H]2C)cc1	nt	-3
C[C@H]1CN([C@@H](C)CO)C(=O)Cc2cc(NS(=O)(=O)c3ccc(Cl)cc3)ccc2O[C@H]1CN(C)C(=O)Nc1ccccc1	nt	1
N#Cc1ccc(NC(=O)C2CCCCC2C(=O)O)cc1 (configuration not stated)	2	-3
O=C(Cn1cc([N+](=O)[O-])cn1)Nc1ccc(F)cc1	12	-5
Cc1ccc(S(=O)(=O)Nc2ccc3c(c2)CC(=O)N([C@H](C)CO)C[C@@H](C)[C@@H](CN(C)Cc2ccc(C(F)(F)F)cc2)O3)cc1	nt	0
C[C@@H]1CN([C@@H](C)CO)C(=O)Cc2cc(NC(=O)c3ccncc3)ccc2O[C@@H]1CN(C)C(=O)Nc1ccc2c(c1)OCO2	nt	1
C[C@@H]1CCCCO[C@@H](CN(C)C(=O)Nc2cccc3ccccc23)[C@H](C)CN([C@@H](C)CO)C(=O)c2cc(N(C)C)ccc2O1	-16	nt
COc1ccccc1NC(=O)Cc1c(OC)ccc2cc(Br)ccc12	-14	0
COc1ccc(NC(=O)Nc2ccc3c(c2)C(=O)N([C@@H](C)CO)C[C@@H](C)[C@@H](CN(C)S(=O)(=O)c2ccc(OC)cc2)O3)cc1	5	1
CC1CC(Nc2ccccc2)c2ccccc2N1S(=O)(=O)c1ccc(Br)cc1 (configuration not stated)	-12	nt

Carrying on:
Molecule	p53 PUMA act	STK33 inh
CN1C[C@H](C(=O)N[C@]2(C)O[C@@]3(O)[C@@H]4CCCN4C(=O)[C@H](Cc4ccccc4)N3C2=O)C[C@@H]2c3cccc4[nH]cc(c34)C[C@H]21	nt	2
Cc1ccc([N+](=O)[O-])c(OCCSc2ncccn2)c1	?	3
c1ccc(-c2oc3ncnc(NCCN4CCOCC4)c3c2-c2ccccc2)cc1	-15	3
COc1ccccc1-n1nnnc1SCC(=O)NC1CCCC1	22	3
O=C(C[C@H]1C[C@H]2c3cc(NC(=O)Nc4ccc(F)cc4)ccc3O[C@H]2[C@H](CO)O1)NC1CCCC1	-31	nt
Cc1ccc(S(=O)(=O)Nc2ccc3c(c2)CC(=O)N([C@@H](C)CO)C[C@H](C)[C@@H](CN(C)S(=O)(=O)c2cn(C)cn2)O3)cc1	nt	-3
COc1cc2c(cc1O)CCC1C2CC[C@@]2(C)C1CC[C@@H]2O (some centres not stated)	nt	3
Cc1ccc(NC(=O)C(C)Sc2nnc(-c3ccc([N+](=O)[O-])cc3)n2-c2ccccc2)cc1 (configuration not stated)	-12	5
Cc1cccc(C)c1OC(=O)CCN1C(=O)C2C3C=CC(C4CC34)C2C1=O (configuration not stated)	1	-4
COC(=O)c1sc2ncn(CC(=O)Nc3ccccc3OC)c(=O)c2c1C	4	-2
O=[N+]([O-])c1ccccc1S(=O)(=O)Nc1nccs1	-15	4
Cc1noc(C)c1S(=O)(=O)N(C)C[C@@H]1Oc2ccc(NC(=O)NC(C)C)cc2CC(=O)N([C@H](C)CO)C[C@H]1C	6	-1
O=C(Nc1ccc(C(=O)OCc2cccc(C(=O)c3ccccc3)c2)cc1)c1ccccc1	22	-5
Cc1ccc(CN(C)C[C@H]2OCc3cn(nn3)CCCC(=O)N([C@H](C)CO)C[C@H]2C)cc1	nt	-2
COc1ccc(NC(=O)Nc2ccc3c(c2)CC(=O)N([C@H](C)CO)C[C@@H](C)[C@H](CN(C)C(=O)NC2CCCCC2)O3)cc1	nt	-1
CC(C)C1Cc2c(sc3nc(SCC(=O)Nc4ccc(Cl)cc4Cl)nc(N)c23)CO1 (configuration not stated)	9	2
COc1ccc(NC(=O)CSc2c(C)nn(-c3nnc(C)c(=O)[nH]3)c2C)cc1	-6	0
O=C(CN1C(=O)c2ccccc2S1(=O)=O)Nc1ccc(Br)cc1F	-9	5
C[C@@H]1CCCCO[C@@H](CN(C)C(=O)Nc2cccc3ccccc23)[C@@H](C)CN([C@H](C)CO)C(=O)c2cc(NC(=O)Cc3ccccc3)ccc2O1	nt	-1
O=C(CSc1nnnn1-c1ccccc1)Nc1cccc(Br)c1	-1	4
O=C(CSc1nnc(-c2ccccc2Cl)o1)c1cc2ccccc2oc1=O	10	0
COc1cccc(CN(C)C[C@@H]2OCc3cn(nn3)CCCC(=O)N([C@@H](C)CO)C[C@H]2C)c1	nt	-1
